Screens deposited in PubChem by several laboratories.
HIV fusion peptide: cell-free HIV fusion peptide-binding blockers – biochemical, uHTS, fluorescence dequenching, primary screen (AID 1986); cell-free peptide binding, fluorescence dequenching, 30 min; higher % means a stronger effect; one-dose inhibition, % at 20 µM; IC50 in µM for titrated hits; actives 0.3% (n = 290,000); in the data active = inhibition mostly above about 52%, no sharp cut-off; inactive = mostly below about 76%; note: some results filed as inactive read as strong as hits
AID2073: inhibitors of Mint1-CaV2.2 protein interaction, biochemical, HTRF (AID 2073); HTRF protein-protein interaction, Mint1-CaV2.2; higher % means a stronger effect; inhibition, % at 20 µM, or IC50 in µM where a hit was titrated; actives 0.19% (n = 290,000); in the data active = inhibition mostly above about 51%, no sharp cut-off; note: some results filed as inactive read as strong as hits
UTI89 phage lysis: protection from phage-mediated lysis, alamar blue read-out – E. coli UTI89, K1F phage, bacterial capsule biogenesis inhibitors (AID 488966) | E. coli UTI89 K1F phage lysis, alamar blue, 2 h; higher % means a stronger effect | inhibition, % at 100 µM, or IC50 in µM where a hit was titrated | actives 0.02% (n = 340,000);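 active = phage lysis inhibition, versus mean bacterial control, above a set limit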;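 note: capsule biogenesis inhibitors block K1F phage lysis so surviving cells raise fluorescence; higher fluorescence means more inhibition of phage lysis; actives were called in the ten point dose series up to 300 µM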
NS5 inhibitors: flavivirus cap methylation enzyme inhibition – biochemical, confirmation dose response, primary screen (AID 588689) | inhibition, % at 25 µM, or IC50 in µM where a hit was titrated | actives 0.3% (n = 340,000) | Dengue-2 NS5 methyltransferase capping enzyme assay, biochemical; higher % means a stronger effect; in the data active = a potency from the dose series
Siah-1 displacement: Siah-1 peptide-binding antagonists, primary screen, biochemical, fluorescence polarization, rhodamine-plectin, uHTS (AID 1817) | Siah-1 / rhodamine-plectin peptide fluorescence polarization; higher % means a stronger effect | displacement, % at 20 µM; hits with a dose series show IC50 in µM | actives 0.02% (n = 290,000);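 active = displacement of at least 50% at 20 µM, with a fluorescence ratio check between 0.3 and a set limit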;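 note: plate controls were Siah plus tracer with DMSO for no effect and tracer alone without Siah for full effect; strong numbers were not always called active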
NTR1 ag: NTR1-driven beta-arrestin-GFP spot formation – imaging, U2OS cells, high content, primary screen (AID 493036); P30989; actives 0.17% (n = 330,000); agonist mode; activation, % at 20 µM;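 active = activation at or above 40% of the spot to cytoplasm intensity ratio, with at least 20 cells analyzed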;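 note: 0% = DMSO without peptide and 100% = 100 nM NTR1 peptide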
Target sequence (P30989 whole entry, looked up): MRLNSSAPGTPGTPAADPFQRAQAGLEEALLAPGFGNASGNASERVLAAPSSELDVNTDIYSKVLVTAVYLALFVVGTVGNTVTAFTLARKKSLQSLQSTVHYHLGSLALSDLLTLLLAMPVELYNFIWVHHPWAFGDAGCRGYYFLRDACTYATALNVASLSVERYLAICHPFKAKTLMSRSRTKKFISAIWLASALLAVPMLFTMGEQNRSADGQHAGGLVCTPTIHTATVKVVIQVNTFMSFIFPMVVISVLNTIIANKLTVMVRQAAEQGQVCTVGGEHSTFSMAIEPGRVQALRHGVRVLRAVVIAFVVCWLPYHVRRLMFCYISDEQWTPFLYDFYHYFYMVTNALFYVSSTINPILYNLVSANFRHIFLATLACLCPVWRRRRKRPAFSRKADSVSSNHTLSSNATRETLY
GPR35 arrestin U2OS: inhibition of zaprinast-stimulated GPR35 beta-arrestin translocation – imaging, U2OS, beta-arrestin-GFP, zaprinast agonist, primary screen (AID 2058); U2OS GPR35 beta-arrestin-GFP translocation imaging, zaprinast antagonism; higher % means a stronger effect; inhibition, % at 10 µM; hits with a dose series show IC50 in µM; actives 0.052% (n = 290,000);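 active = inhibition of at least 50% with at least 30 cells and total cytoplasm GFP at most 10,000,000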
GPR55 beta-arrestin: selective activators of receptor GPR55 – imaging, U2OS cells, beta-arrestin-GFP redistribution, primary screen (AID 1961) | U2OS GPR55 beta-arrestin-GFP redistribution imaging; higher % means a stronger effect | activation, % at 10 µM, or EC50 in µM where a hit was titrated | actives 0.048% (n = 290,000);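 active = activation above 40% with more than 50 cells counted in the well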;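 note: U2OS osteosarcoma cells stably expressing GPR55 and beta-arrestin-GFP; plate controls were DMSO negative control for no effect and LPI positive control for full effect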
GPR55 LPI antagonism: GPR55 antagonists blocking LPI-driven arrestin recruitment, primary screen, imaging, U2OS, beta-arrestin-GFP, LPI agonist (AID 2013) | inhibition, % at 10 µM, or IC50 in µM where a hit was titrated | actives 0.13% (n = 290,000) | U2OS GPR55 beta-arrestin-GFP translocation imaging, LPI antagonism; higher % means a stronger effect;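 active = spots per cell inhibited over 60%, with over 100 cells counted and total cytoplasm intensity under 500,000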;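 note: U2OS cells stably carrying GPR55 and arrestin-GFP stimulated by 5 µM LPI near EC80; imaged beta-arrestin-GFP aggregate spots per cell after agonist stimulation; plate controls were LPI-stimulated DMSO wells for no effect and DMSO wells without LPI for full effect; some results filed as inactive read as strong as hits; confirmed hits need IC50 under 10 µM and bright autofluorescent wells are also inconclusive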
NTR1 ag cell count 20 µM: further read-out of NTR1 ag, marked with its call; cell count; measured here: cell count, cytotoxicity flag
NS5 inhibitors pilot replicate: recorded beside NS5 inhibitors, whose call it bears; inhibition, %; measured here: pilot screen replicate inhibition
Numbers without * were called inactive; . = not tested or not shown; [ ] = dose if it differs, or a comment. Compounds as they come. Share with any hit: about 1.2%.

Preview:
SMILES	HIV fusion peptide	AID2073	UTI89 phage lysis	NS5 inhibitors	Siah-1 displacement	NTR1 ag	NTR1 ag cell count 20 µM	GPR35 arrestin U2OS	GPR55 beta-arrestin	GPR55 LPI antagonism	others
COCCCn1c(O)c(/C=C2\N=C(C#N)C(=Nc3ccc(C)cc3)O2)sc1=S	7.8%	-24%	-0.9%	-41%	7%	0.1	61	-16%	3.9%	-16%
CN(CC1CCCO1)S(=O)(=O)c1ccc(C(=O)Nc2nccs2)cc1 (configuration not stated)	0.9%	14%	0.1%	2%	2%	1.4	48	6%	-0.1%	2%
CCCN1Cc2cccc(C(=O)NCCc3ccccc3)c2C1=O	0.5%	0%	-0.1%	-3%	2%	3.2	88	2%	-0.1%	0%
COc1ccccc1-n1c(CNC(=O)c2ccccc2)nnc1SCC(=O)Nc1nnc(C)s1	0.1%	0%	6.8%	3%	3%	4.4	72	-7%	-0.1%	18%
Cn1c(Cl)c(C(=O)Nc2ccccc2)c2ccccc21	-0.8%	22%	0.7%	-3%	4%	0.1	49	9%	0.3%	-3%

Main list, previewed entries included:
SMILES	HIV fusion peptide	AID2073	UTI89 phage lysis	NS5 inhibitors	Siah-1 displacement	NTR1 ag	NTR1 ag cell count 20 µM	GPR35 arrestin U2OS	GPR55 beta-arrestin	GPR55 LPI antagonism	others
COCCCn1c(O)c(/C=C2\N=C(C#N)C(=Nc3ccc(C)cc3)O2)sc1=S	7.8%	-24%	-0.9%	-41%	7%	0.1	61	-16%	3.9%	-16%
CN(CC1CCCO1)S(=O)(=O)c1ccc(C(=O)Nc2nccs2)cc1 (configuration not stated)	0.9%	14%	0.1%	2%	2%	1.4	48	6%	-0.1%	2%
CCCN1Cc2cccc(C(=O)NCCc3ccccc3)c2C1=O	0.5%	0%	-0.1%	-3%	2%	3.2	88	2%	-0.1%	0%
COc1ccccc1-n1c(CNC(=O)c2ccccc2)nnc1SCC(=O)Nc1nnc(C)s1	0.1%	0%	6.8%	3%	3%	4.4	72	-7%	-0.1%	18%
Cn1c(Cl)c(C(=O)Nc2ccccc2)c2ccccc21	-0.8%	22%	0.7%	-3%	4%	0.1	49	9%	0.3%	-3%
C=C1N(CCCCCC(=O)O)C(=O)OC12CCCCC2	1.8%	-8%	0.9%	-6%	0%	-2.4	88	-6%	-0.1%	15%	NS5 inhibitors pilot replicate=-4.7
CCn1nc(NS(=O)(=O)c2ccccc2)c2cc3ccc(C)cc3nc21	1.1%	5%	-0.4%	6%	-4%	-0.2	63	10%	0.4%	1%
Cc1n[nH]c(C)c1CNCc1c(C(=O)N2CCCCCCC2)nc2ccc(Cl)cn12	-0.6%	-6%	0.1%	-1%	-5%	1.0	58	-11%	0.0%	1%
COc1cnc(-c2ccccc2)nc1Sc1ccccc1	-0.8%	12%	-0.4%	-1%	4%	6.6	42	6%	0.3%	6%
CC1(C)Oc2ccc3ccc(=O)oc3c2/C(=C/Nc2cccc(O)c2)C1=O	-2.8%	13%	.	.	-4%	13	49	-3%	0.3%	34%
CC1(C)CC(NC(=O)Nc2ccc([N+](=O)[O-])cc2)CC(C)(C)N1	0.3%	1%	0.5%	1%	-2%	3.7	52	-6%	-0.2%	9%
Cc1ccc(NC(=O)N(CCCN2CCOCC2)Cc2cccnc2)cc1C	1.1%	-1%	-0.1%	0%	4%	0.2	94	4%	-0.2%	12%
CCOC(=O)N1CCN(c2nc(-c3ccc(F)cc3)cs2)CC1	-1.4%	-8%	3.6%	-6%	-2%	1.9	89	-14%	-0.1%	12%
S=C(NNc1ccc2ccccc2c1)NC1CCCCC1	-3.8%	-14%	-0.1%[50 µM]	-7%	-1%	4.0	43	0%	0.3%	2%
CCn1c(SCC(=O)OCC(=O)N2c3ccccc3NC(=O)C2(C)C)nnc1-c1ccco1	-0.3%	-6%	-0.1%	1%	0%	-1.3	75	5%	1.0%	-1%
O=C(NCc1cccs1)C(Cc1ccccc1)n1cccc1 (configuration not stated)	-2.5%	-13%	0.3%	-2%	10%	-1.2	54	-13%	-0.1%	1%
N#Cc1cc2c(=O)n3ccccc3nc2n(-c2ccc(Cl)cc2)c1=O	8.7%	12%	0.1%	5%	-4%	1.6	47	6%	-0.2%	10%
Cc1ccc(NC(=S)NCC2CCCO2)cc1 (configuration not stated)	-1.2%	5%	0.2%	-18%	-2%	-1.5	62	-6%	-0.1%	13%
COc1cc(C(=O)N2CCC(NC(=O)C(Cc3ccc(C(C)C)cc3)NC(C)=O)CC2)cc(OC)c1OC (configuration not stated)	0.6%	16%	-0.1%	2%	-1%	-0.9	88	-6%	-0.1%	-2%
Cn1nnnc1SCc1nc2ccccc2s1	-1.1%	-1%	0.0%	-6%	4%	-1.2	55	-8%	-0.2%	1%
O=S(=O)(NCc1ccccn1)c1ccccc1	1.7%	-4%	-0.3%	1%	2%	-0.2	54	7%	-0.1%	3%	NS5 inhibitors pilot replicate=-1.8
O=c1oc2ccccc2nc1/C=C(O)/C=C\c1ccccc1	0.0%	-4%	1.1%	-7%	9%	0.8	60	11%	2.4%	0%
Cc1ccc(S(=O)(=O)N2CCN(S(=O)(=O)c3ccc(C)cc3)C2c2ccccc2)cc1	-0.9%	0%	5.5%	-3%	0%	0.0	40	3%	-0.1%	4%
CC1(C)Cc2ccccc2-c2nnc(-c3cccc(O)c3)n21	-0.3%	3%	0.1%	2%	-3%	0.1	64	10%	-0.1%	-24%
CN(C)S(=O)(=O)c1cccc(NC(=O)Cc2ccc(Cl)cc2)c1	0.1%	-2%	1.4%	3%	-2%	0.5	42	-6%	0.0%	15%
c1coc(-c2nc3nc4ccccc4nc3n2CC2CCCO2)c1 (configuration not stated)	-1.5%	17%	2.2%	-2%	3%	1.8	71	-17%	-0.1%	-15%
COC(=O)c1ccc(-n2nnnc2SCC(=O)NCc2cccc(C(=O)O)c2)cc1	-1.0%	1%	0.3%	-9%	1%	0.0	85	23%	-0.1%	5%
Cc1ccc(SCC2(O)CCN(C(=O)c3ccc(Cl)cc3)CC2)cc1	0.1%	-3%	0.0%	27%	3%	-0.1	54	17%	-0.1%	14%
COc1ccccc1-c1nc2cc(Cl)ccc2c(=O)n1O	-1.6%	18%	0.1%	-1%	-5%	0.8	89	-16%	0.0%	2%
C#CC(C)(C)NC(=O)c1cnc(-c2ccccc2)nc1-c1ccccc1	0.6%	-10%	0.2%	-10%	2%	-0.9	98	-2%	0.0%	-13%
N#C/C(=C\c1ccccc1[N+](=O)[O-])C(=O)Nc1ccc(S(N)(=O)=O)cc1	9.6%	8%	0.0%	1%	5%	0.6	70	-5%	-1.1%	20%
O=C(COC(=O)c1n[nH]c2ccccc12)Nc1cccc(S(=O)(=O)N2CCOCC2)c1	1.7%	20%	0.4%	-4%	3%	.	.	-4%	-0.3%	-8%
Cc1ccc(-c2nn(C)c(=O)c3ccccc23)cc1CO	-0.1%	-6%	0.0%	3%	11%	0.8	41	4%	-0.3%	-3%
Cc1csc(NC(=O)c2ccc(C)c(S(=O)(=O)N3CCCCC3)c2)n1	47%	25%	-1.5%	-2%	-6%	-0.9	73	10%	0.3%	5%
O=C(NCC1CC1)Nc1ccc(Cl)cc1	0.8%	8%	-0.1%	-3%	0%	-0.7	97	4%	-0.1%	11%
COc1ccc(N2C(=S)NC3N2C(=S)NC3(C)c2ccccc2)cc1 (configuration not stated)	-3.6%	0%	-0.1%	-12%	4%	-0.9	88	-9%	0.1%	5%
COC(=O)C(NC(=O)c1ccco1)(Nc1nc(C2CC2)cs1)C(F)(F)F (configuration not stated)	2.1%	-26%	0.2%	2%	0%	-5.0	97	14%	0.2%	12%
Fc1ccc(/C=N/N2CCOCC2)c(F)c1	0.1%	2%	-0.6%	-6%	-4%	-1.2	33	9%	-0.2%	-7%
CCCn1c2ccccc2c2nnc(SC(CC)C(=O)Nc3sc4c(c3C#N)CCCC4)nc21 (configuration not stated)	-2.4%	-11%	0.2%	-3%	2%	0.3	74	-2%	0.1%	-2%
COc1ccc(OC2CCN(S(=O)(=O)c3ccccc3)CC2)cc1	-0.6%	-5%	0.1%	-11%	0%	-0.3	96	4%	-0.3%	2%
CC(C)[C@H]1CC[C@@H](C)C(C(=O)c2ccccc2)C1=O (some centres not stated)	-0.8%	1%	1.6%	-6%	-7%	-1.3	67	-19%	0.1%	-8%
COc1ccc(CN(CC(=O)NCC2CCCO2)C(=O)CNS(=O)(=O)c2ccc(C)cc2)cc1 (configuration not stated)	1.9%	0%	0.0%	1%	8%	2.1	59	6%	0.2%	-2%
Cc1c(Cl)cccc1NC(=O)CSc1nc2ncc(Cl)cc2[nH]1	21%	-3%	0.5%	2%	4%	7.5	65	-9%	0.6%	2%
CC1(C(=O)NC2CCCCCCC2)CCC(=O)N1Cc1cccnc1 (configuration not stated)	1.5%	1%	5.0%	0%	1%	-0.6	36	11%	-0.1%	7%
O=C1CC(c2ccccc2)n2nc(N3C(=O)CCC3=O)nc2N1 (configuration not stated)	-3.3%	2%	1.3%	-2%	22%	2.2	56	-6%	-0.1%	24%
CC(=O)Nc1cc(-c2nc3ccccc3o2)ccc1Cl	4.6%	2%	0.0%	0%	9%	0.2	57	-1%	-0.2%	7%	NS5 inhibitors pilot replicate=-2.1
Fc1ccc(-c2n[nH]c(=S)n2Cc2ccccc2)cc1	0.9%	-16%	0.3%	-7%	5%	-0.8	49	10%	0.0%	0%
CCCC(=O)N1CCN(c2nc3ccc(Br)cc3s2)CC1	1.9%	-9%	0.4%	-9%	2%	1.7	57	-6%	-0.1%	-3%
Cc1ccc2ncccc2c1[N+](=O)[O-]	-0.3%	0%	0.0%	-6%	0%	1.0	90	-2%	-0.6%	5%
O=C(COc1ccc(Cl)cc1Cl)Nc1ccc(CN2CCCCC2)cc1	1.2%	-4%	1.0%	1%	18%	0.3	34	7%	-0.1%	26%
Cc1nn(Cc2ccccc2Cl)c(C)c1NC(=O)c1noc2c1CCCCC2	0.2%	0%	-0.4%	-3%	0%	1.8	53	4%	-0.1%	-2%
